# From PubChem
# PI5P4K alpha inh: inhibitors of human PI5P4K alpha. AID 652105. hit rate 1.2% among 330,000. PI5P4Kalpha enzyme, ADP-Glo luminescence, 60 min; hits give low values. max response, %; active means max response of -50% or lower; inconclusive means between -30% and -50%; inactive means -30% or higher; further: value at the top dose of about 77 µM; on the % scale 0 is the no-effect control and ±100 the full control effect
#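 qHTS, 1536-well: enzyme/substrate mix, compound by pin tool, 5 microM ATP final; RT 60 min; ADP-Glo reagents 1 (45 min) then 2 (30 min); luminescence.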
# WRN inhibitor: WRN helicase (human) inhibition | Potency, µM (doses to about 114 µM), inactives show at the top dose activity change, negative = inhibition, usual class: inhibitors | AID 651768 | Q14191 | hit rate 0.46% among 360,000 | WRN helicase unwinding, fluorescent forked duplex, kinetic; further: potency means the concentration at half of the fitted maximal effect; on the % scale 0 is the no-effect control and ±100 the full control effect; nearly all actives have a fitted effect of over 55% in size
#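 WRN at 20 nM final was preincubated with compound for 15 min at room temperature; reaction started with 100 nM forked duplex oligonucleotide carrying fluorophore and quencher plus 2 mM ATP (final). Unwinding followed kinetically by red fluorescence (ex 525/em 598 nm).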
# CCT modulator: cytosolic chaperonin activity modulation | purified chaperonin ATPase assay, HTRF ADP detection, 30 min | activity change, % (concentration not given with the values), hits read low | hit rate 0.3% among 360,000 | AID 651819; in the data active means activity change below about -30%; further: on the % scale 0 is the no-effect control and ±100 the full control effect
#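 We incubate TRiC, 40 or 20 nM final, with library compounds at 76 uM and 10 uM ATP for 30 min at 37 °C. ADP formed is detected with Transcreener HTRF reagents after 30 min at room temperature.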
# EPAC1 ag: activates human EPAC1 exchange factor | O95398 | EPAC1 agonist qHTS, biochemical assay; response scale: 100% = response to 6.5 mM cAMP | Potency, µM (top dose mostly 154 µM), without a hit: at the top dose activation, actives largely listed as activators | hit rate 0.073% among 360,000; further: potency means the concentration at half of the fitted maximal effect; nearly all actives have a fitted effect of over 60% in size
# Target sequence (O95398 whole entry, looked up): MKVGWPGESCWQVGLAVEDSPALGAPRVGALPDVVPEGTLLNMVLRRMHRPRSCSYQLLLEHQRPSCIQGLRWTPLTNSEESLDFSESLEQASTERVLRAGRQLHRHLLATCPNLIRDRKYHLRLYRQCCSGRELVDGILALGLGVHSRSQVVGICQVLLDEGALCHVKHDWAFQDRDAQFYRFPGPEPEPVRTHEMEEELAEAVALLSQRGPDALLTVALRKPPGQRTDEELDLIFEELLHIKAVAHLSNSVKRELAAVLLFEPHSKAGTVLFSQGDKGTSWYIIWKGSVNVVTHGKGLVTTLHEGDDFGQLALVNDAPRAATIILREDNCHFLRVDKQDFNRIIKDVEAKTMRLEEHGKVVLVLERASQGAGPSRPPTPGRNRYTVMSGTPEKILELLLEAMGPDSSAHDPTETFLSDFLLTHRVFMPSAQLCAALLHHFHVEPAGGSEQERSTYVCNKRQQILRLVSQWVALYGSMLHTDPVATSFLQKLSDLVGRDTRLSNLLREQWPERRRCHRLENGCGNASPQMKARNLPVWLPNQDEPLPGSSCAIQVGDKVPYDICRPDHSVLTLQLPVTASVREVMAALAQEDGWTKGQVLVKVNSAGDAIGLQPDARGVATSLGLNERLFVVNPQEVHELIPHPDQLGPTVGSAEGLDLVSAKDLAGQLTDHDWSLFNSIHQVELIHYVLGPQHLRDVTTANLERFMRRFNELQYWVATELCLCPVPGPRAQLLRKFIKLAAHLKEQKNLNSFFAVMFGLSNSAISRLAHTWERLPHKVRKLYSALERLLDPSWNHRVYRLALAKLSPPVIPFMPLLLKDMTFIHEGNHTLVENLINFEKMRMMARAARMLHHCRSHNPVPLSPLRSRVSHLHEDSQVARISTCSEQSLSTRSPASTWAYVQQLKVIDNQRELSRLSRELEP
#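 EPAC1 100 nM, Rap1B–BODIPY-GDP 250 nM, unlabeled GDP 50 uM; compound titration; 5 min RT; kinetic read ex480/em540 at 5-min intervals ×30 min; data normalized to 6.5 mM cAMP agonist control.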
# EPAC1 antag: EPAC1 (human) antagonism; O95398; EPAC1 GEF assay, Rap1b-BODIPY-GDP exchange fluorescence; Potency, µM (series often up to 115 µM), for the others: at the highest dose activity change, negative = inhibition, most hits filed as inhibitors; hit rate 0.14% among 360,000;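 further: potency means the concentration at half of the fitted maximal effect; plate controls were vehicle for no effect and positive control for full effect; nearly all actives have a fitted effect of over 50% in size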
# PLK1 PBD inh: PLK1 (human) polo-box domain binding inhibition. Plk1 PBD binding of FITC phosphopeptide, fluorescence polarization. P53350. hit rate 2.8% among 360,000. Potency, µM, without a hit: max response, negative = inhibition, usual class: inhibitors; further: potency means the concentration at half of the fitted maximal effect; series mostly up to about 57 µM; on the % scale 0 is the no-effect control and ±100 the full control effect; nearly all actives have a fitted effect of over 65% in size
# IL-2 act: IL-2 activation. AID 652025. activation, % (series mostly up to about 46 µM). hit rate 0.065% among 360,000. IL-2 activation reporter assay, cell-based qHTS; stimulated with anti-CD3/CD4/CD28 beads; in transgenic mouse T cells; in the data active means activation above about 50%; inconclusive means mostly about 30% to 49%; further: 0% is about no effect
#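 Quantitative HTS in unstimulated transgenic mouse T cells, with memory T cells as non-tolerant control and PMA/ionomycin as tolerance-bypass control. Compound pretreatment lasted 60 minutes before 18 h bead stimulation; EGFP/DsRed fluorescence read.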
# EPAC2 ag: EPAC2 (human) agonism; Q8WZA2; EPAC2 activation, biochemical qHTS; response scale: 100% = 6.5 mM cAMP response; Potency, µM (titrated, usually from 154 µM), without a hit: at the highest dose activation, hits mostly activators; hit rate 0.079% among 360,000; further: potency means the concentration at half of the fitted maximal effect; nearly all actives have a fitted effect of over 50% in size
#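 Compounds were added across a concentration range to EPAC2 (100 nM), RAP1B-BODIPY-GDP (250 nM) and GDP (50 uM). After 5 min at room temperature, fluorescence was recorded at 5-min intervals for 30 min.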
# Numbers without * were called inactive; ? = inconclusive; · = no result given; [ ] = another dose, or the depositor's remark. Unless noted, the call rests on the fitted dose curve; in most records, active means well fitted curve in the direction sought with a large enough effect; inconclusive means small, poorly fitted or top-dose-only effect, or another doubt; inactive means no such curve, though single readings can be large; an effect the other way counts as inactive or inconclusive. An excerpt; rates above refer to the full screens.
SMILES,PI5P4K alpha inh,WRN inhibitor,CCT modulator,EPAC1 ag,EPAC1 antag,PLK1 PBD inh,IL-2 act,EPAC2 ag
CCc1cc2c(=O)n(CC)c(SC(C)C(=O)Nc3c(C)n(C)n(-c4ccccc4)c3=O)nc2s1 (configuration not stated),-9,0%,-3.5,-2%,15%,-1%,0.0,8%
CC(C)NC(=O)c1ccc2c(c1)N(CC(=O)NC1CCCCC1)C(=O)C(C)(C)O2,-6,3%,-2.7,-21%,9%,5%,-1.1,-3%
COc1ccc(NC(=O)c2sc(SCc3ccccc3)nc2N)cc1,-9,-3%,0.3,0%,0%,-7%,-0.8,8%
CN(C)c1nc(SCc2ccccc2Cl)nc2c1CCCC2,12,-9%,-5.8,9%,2%,-10%,0.0,11%
O=C(NCc1ccccc1)C(c1ccco1)N1CCN(c2ccccc2F)CC1 (configuration not stated),-1,5%,·,7%,0%,-2%,0.5,4%
Cc1oc(-c2ccc(Cl)cc2)cc1-c1nn2c(-c3ccoc3C)nnc2s1,-65*,?,-1.1,-3%,-20%,?,-0.3,-2%
CCN(Cc1ccccc1)C(=O)c1cccc(OC2CCN(C(=O)C3CC3)CC2)c1,7,-25%,-7.0,-13%,6%,-10%,-3.2,-4%
Cc1ccc(C(=O)Nc2c(C)cc(-c3ccccc3)oc2=O)cc1,6,-2%,0.3,-4%,-6%,-3%,0.9,10%
Cc1nn(C)c(C)c1S(=O)(=O)N(CC(=O)NCCCN1CCC(C)CC1)c1ccc(C(C)C)cc1,8,2%[57.1 µM],-2.2,2%,-2%,-21%,1.0,3%
CC(C)Cn1c(SCC(=O)N2CCCCC2)nc2ccccc2c1=O,1,-3%,0.1,5%,-3%,-24%,1.5,-8%
COc1ccc(C(=O)N/N=C/c2ccc(OC)c(CN3CCN(c4ccc(F)cc4)CC3)c2)cc1,2,-29%[57.1 µM],-2.6,-3%,5%,3%,2.7,19%
CC(NC(=O)Cn1cc(C(=O)C2CC2)c2ccccc21)c1ccccc1 (configuration not stated),-1,11%,-3.6,-1%,10%,30µM*,1.0,-7%
CC1(C)Cc2cccc(OCC(=O)N3CCN(S(=O)(=O)c4ccc(F)cc4)CC3)c2O1,-1,-1%,-1.4,6%,5%,-3%,0.0,10%
Cc1ccccc1-n1cc(CNC(=O)CC2C(=O)NCCN2C/C=C/c2ccccc2)cn1 (configuration not stated),3,-2%,-2.6,-5%,-4%,-3%,2.1,-3%
Cc1ccc(NS(=O)(=O)c2ccc(-c3coc(C)n3)cc2)c(C)c1,5,3%,0.4,-15%,36%[activator],3%,-1.5,-4%
CC(C)c1nnc(NC(=O)C2CCN(C(=O)c3ccco3)CC2)s1,-5,3%,0.8,-53%[inhibitor],?,?,0.0,6%
COc1ccc(/C=N/NC(=O)c2cccc(NC(C)=O)c2)c(C(=O)O)c1OC,-1,-11%,-0.8,-6%,-7%,-14%,-1.3,4%
C/C(CC(=O)Nc1cccc(Cl)c1Cl)=N\NC(=O)c1ccccc1N,3,-11%,1.3,9%,2%,-11%,6.3,0%
COc1ccc(Br)cc1CN1C(=O)NC2(CCCCCC2)C1=O,4,1%[57.1 µM],-0.5,2%,-21%,-5%,0.3,-3%
CCOC(=O)Cc1csc(NS(=O)(=O)c2ccc(SC)cc2)n1,11,9%[57.1 µM],-2.8,-5%,-25%,?,0.6,2%
CC(=O)n1nc(-c2ccco2)nc1N,2,3%,-1.0,3%,-5%,-7%,0.0,9%
CN1CCC(OC(=O)C23CCC(C)(C(=O)O2)C3(C)C)CC1 (configuration not stated),·,2%,2.8,-2%,4%,-1%,-0.9,9%
CCCn1c(N)c(N(CCOC)C(=O)c2cc(C)cc(C)c2)c(=O)[nH]c1=O,8,11%,-3.1,7%,15%,-7%,1.2,6%
CC(=O)C[C@H](O)CC(=O)[C@@H]1OC(=O)CCCCCCCCc2ccccc21,-2,-1%,-1.3,-4%,-16%,-6%,0.9,4%
CN(C)C=Nc1ncc2c3ccccc3n(CCN(C)C)c2c1C#N,2,0%,-1.2,4%,?,0%,-0.4,6%

# Part of the list above in order of formula weight, rising:
SMILES,PI5P4K alpha inh,WRN inhibitor,CCT modulator,EPAC1 ag,EPAC1 antag,PLK1 PBD inh,IL-2 act,EPAC2 ag
Cc1ccc(C(=O)Nc2c(C)cc(-c3ccccc3)oc2=O)cc1,6,-2%,0.3,-4%,-6%,-3%,0.9,10%
Cc1ccc(NS(=O)(=O)c2ccc(-c3coc(C)n3)cc2)c(C)c1,5,3%,0.4,-15%,36%[activator],3%,-1.5,-4%
C/C(CC(=O)Nc1cccc(Cl)c1Cl)=N\NC(=O)c1ccccc1N,3,-11%,1.3,9%,2%,-11%,6.3,0%
COc1ccc(/C=N/NC(=O)c2cccc(NC(C)=O)c2)c(C(=O)O)c1OC,-1,-11%,-0.8,-6%,-7%,-14%,-1.3,4%
CC1(C)Cc2cccc(OCC(=O)N3CCN(S(=O)(=O)c4ccc(F)cc4)CC3)c2O1,-1,-1%,-1.4,6%,5%,-3%,0.0,10%
CCc1cc2c(=O)n(CC)c(SC(C)C(=O)Nc3c(C)n(C)n(-c4ccccc4)c3=O)nc2s1 (configuration not stated),-9,0%,-3.5,-2%,15%,-1%,0.0,8%

# Next part
SMILES,PI5P4K alpha inh,WRN inhibitor,CCT modulator,EPAC1 ag,EPAC1 antag,PLK1 PBD inh,IL-2 act,EPAC2 ag
CC(NC(=O)COC(=O)c1ccc(Cl)cc1O)c1ccc(F)cc1 (configuration not stated),3,6%,-3.8,-7%,-2%,7%,-0.2,5%
COc1ccccc1Nc1nc(N)nc(CSc2nccn2C)n1,-1,9%,1.0,-6%,8%,?,-1.8,-2%
COc1ccc(S(=O)(=O)N2CCCN(CC(=O)Nc3ccc(OC)c(Cl)c3)CC2)cc1,-4,-8%,1.8,9%,-21%,-24%,3.3,-3%
CC(C)N1CCN(Cc2cc(F)ccc2-n2cccn2)CC1CCO (configuration not stated),0,8%,-0.8,3%,17%,-8%,-0.6,16%
Cc1cc(=O)[nH]c(=S)[nH]1,-4,4%,0.4,-14%,7%,3%,-0.3,3%
CCCC(=O)Nc1cnc(NC(=O)c2cccc(F)c2)cc1C,-6,8%[57.1 µM],0.8,-2%,-1%,-1%,-3.2,3%
COc1cc(/C=N/NC(=O)CSc2cc(C)c(Br)cc2C)ccc1O,-12,-9%,-4.9,24%,-6%,-2%,-1.9,19%
O=C(COc1nsnc1N1CCOCC1)Nc1ccc([N+](=O)[O-])cc1,2,1%,-0.8,7%,5%,-20%,0.7,9%
CCOc1ccccc1OC(=O)CN1C(=O)c2ccccc2C1=O,1,-7%,0.9,7%,-9%,-15%,0.3,14%
Cc1cccc(CN2CCN(Cc3ccco3)CC2)c1,-5,12%,-1.4,-5%,-1%,3%,-0.1,-5%
Cc1ccc(N(C)C(=O)c2ccc(CNc3c(N4CCC(C)CC4)c(=O)c3=O)cc2)cc1,-5,-2%,-2.2,4%,-1%,-8%,-0.7,-6%
CN(C)S(=O)(=O)c1ccc(C(=O)Nc2nnc(-c3ccco3)o2)cc1,-11,-5%,-2.3,-7%,-19%,-15%,1.4,-1%
C#CCNC(=O)C1=C[C@@H](c2csc3ccccc23)C[C@@H](OCc2ccc(CO)cc2)O1,0,-2%,2.3,-4%,3%,2%,-0.3,7%
O=C(Nc1ccccc1C(F)(F)F)c1ccsc1,-2,-1%[57.1 µM],0.6,4%,14%,5%,6.0,1%
Cc1ccc(S(=O)(=O)N2CCC(=O)N(C(COCc3cccc(C)c3)Cc3ccccc3)CC2)cc1 (configuration not stated),9,3%,-0.2,0%,11%,4%,-0.9,3%
Cc1cccc(C)c1-n1nnnc1C1(C)CCC(=O)N1Cc1cccnc1 (configuration not stated),-3,-9%,-5.6,-4%,11%,-1%,2.9,-1%
CC1CCCCC1NC(=O)c1ccc(S(=O)(=O)N2CCCC2)cc1 (configuration not stated),-2,2%,3.6,-5%,7%,-1%,-0.7,-5%
CC[C@]12c3[nH]c4cc(CCC(=O)N(C)C)ccc4c3CCN1C(=O)[C@@H](CC(=O)NCCN1CCOCC1)C[C@@H]2C(=O)N1CCN(C(=O)c2ccco2)CC1,-4,8%,-1.1,-2%,-18%,-3%,0.1,5%
CCOc1ccccc1OCC(=O)NNC(=S)NC1CCCCC1,4,15%,0.3,-5%,9%,1%,1.6,3%
Cc1ccc(C)c2[nH]c(=O)c(CN(CC3CCCO3)S(=O)(=O)c3ccc4c(c3)OCCO4)cc12 (configuration not stated),·,-2%,-1.3,-5%,8%,3%,-1.0,4%
Nc1nnc(CSCc2ccc(Cl)cc2)s1,1,1%,-3.8,10%,8%,-9%,-0.1,10%
COc1ccc(/C=C/C(=O)NC(=S)NNC(=O)c2ccco2)cc1OC,-11,-3%,-0.7,3%,-5%,-12%,1.2,-7%
COc1ccc(CCNC(=O)CSCC(=O)Nc2ccccc2)cc1OC,-7,-33%,-20,3%,-3%,-13%,1.6,13%
COc1ccc(-c2c3c(=O)n(C)c(=O)n(C)c3cn2-c2cc(OC)ccc2OC)cc1,3,-9%,-1.4,4%,-23%,-20%,-0.8,16%
